# Assay outcomes as filed in PubChem.
# IDH1 R132H inh: inhibitors of human IDH1 R132H. O75874. IDH1 R132H reductase, diaphorase/resazurin fluorescence, 60 min. inhibition, % at 10 µM. actives 0.18% (n = 70,000); in the data active means inhibition above about 34%;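 further: 0% = DMSO and 100% = no enzyme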
# Target sequence (O75874 whole entry R132H): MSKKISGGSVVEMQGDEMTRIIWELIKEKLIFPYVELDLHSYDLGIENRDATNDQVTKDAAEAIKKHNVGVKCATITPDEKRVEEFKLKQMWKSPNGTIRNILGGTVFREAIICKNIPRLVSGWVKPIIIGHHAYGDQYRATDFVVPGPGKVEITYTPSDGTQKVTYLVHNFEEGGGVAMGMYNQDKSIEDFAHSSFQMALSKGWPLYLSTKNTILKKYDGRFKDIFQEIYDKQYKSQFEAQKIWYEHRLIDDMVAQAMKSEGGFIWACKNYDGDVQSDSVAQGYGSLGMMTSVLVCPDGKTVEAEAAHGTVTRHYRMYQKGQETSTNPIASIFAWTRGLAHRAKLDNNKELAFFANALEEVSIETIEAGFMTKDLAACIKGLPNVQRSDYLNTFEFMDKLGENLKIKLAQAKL
# PRC2 inh: EZH2 (human) methyltransferase inhibition; PRC2 H3K27 methylation, DELFIA TRF, 1 h; Q15910; AID 651548; inhibition, % at 12.5 µM; actives 0.35% (n = 57,000);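 active means mean inhibition of replicates at least 50% and every single replicate also reaching 50%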;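 further: dimethyl H3K27 on biotinylated H3 21-44 peptide detected by antibody; plate controls were median neutral control wells for no effect and median positive control wells for full effect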
# * marks the source's active call; other numbers are inactive results; . = not tested or not shown; & = joins results of further samples.
SMILES,IDH1 R132H inh,PRC2 inh
C[C@@H]1CCCCO[C@@H](CN(C)C(=O)Nc2ccc(C(F)(F)F)cc2)[C@@H](C)CN([C@H](C)CO)C(=O)c2cc(NC(=O)CCCCCC(=O)Nc3ccccc3N)ccc2O1,0.1,-28
CNC[C@H]1Oc2c(NC(=O)Nc3ccc4c(c3)OCO4)cccc2C(=O)N([C@H](C)CO)C[C@H]1C,.,3
C[C@@H]1CN([C@H](C)CO)S(=O)(=O)c2ccc(-c3cncnc3)cc2O[C@H]1CN(C)C(=O)C1CCCCC1,.,3
COCC(=O)Nc1ccc2c(c1)[C@@H]1C[C@@H](CC(=O)NCc3cccnc3)O[C@H](CO)[C@@H]1O2,-0.5,-6
O=C(NCC[C@H]1CC[C@H](NS(=O)(=O)Cc2ccccc2)[C@H](CO)O1)C1CC1,0.2,3
O=C(NCC[C@@H]1CC[C@@H](NS(=O)(=O)c2cccc(F)c2)[C@@H](CO)O1)Nc1cc(F)ccc1F,-0.1,45
Cc1cccc(NC(=O)c2cc(NC(=O)C3CCCCC3C(=O)O)ccc2N2CCCCC2)c1 (stereo not given),0.6,.
COc1ccc(NC(=O)CSc2nnnn2C)cc1,-0.2,3
CC(C)NC(=O)N(C)C[C@H]1Oc2ccc(NC(=O)CCN3CCOCC3)cc2C(=O)N([C@H](C)CO)C[C@H]1C,0.8,4
CCCN(C)C[C@H]1OCCCC[C@@H](C)Oc2ccc(NC(=O)Nc3ccccc3)cc2C(=O)N([C@H](C)CO)C[C@@H]1C,1.9,7
COc1ccc(S(=O)(=O)N[C@@H]2CC[C@@H](CC(=O)NCc3ccccc3F)O[C@@H]2CO)cc1,0.1,12
COc1ccc(S(=O)(=O)Nc2ccc3c(c2)C(=O)N([C@@H](C)CO)C[C@H](C)[C@H](CN(C)S(=O)(=O)c2ccccc2)O3)cc1,0.8,.
C[C@@H]1CN([C@@H](C)CO)C(=O)c2cccc(NS(C)(=O)=O)c2O[C@@H]1CN(C)Cc1ccncc1,-0.2,-1
C[C@H](CO)N1C[C@H](C)[C@@H](CN(C)Cc2ccncc2)Oc2ncc(C#CC3CCCCC3)cc2C1=O,0.4,1
Cc1cccc(NC(=O)CSc2nnc(-c3ccccc3)n2C2CCCCC2)c1C,-0.5,-6
NC(N)=NCCCC(N)C(=O)CC(Cc1ccccc1)C(=O)O (stereo not given),.,12
C[C@H]1CN([C@@H](C)CO)C(=O)c2cccc(NC(=O)Nc3ccccc3)c2O[C@H]1CN(C)S(=O)(=O)c1ccc(F)cc1,.,-6
CO[C@@H]1CN(C)C(=O)c2ccc(NC(=O)Cc3ccccc3)cc2OC[C@H](C)N(C(=O)c2ccccc2F)C[C@H]1C,0.2,-5
C[C@H](CO)N1C[C@H](C)[C@H](CN(C)C(=O)Cc2ccccc2)OCCCC[C@H](C)Oc2ccc(NC(=O)Nc3ccc4c(c3)OCO4)cc2C1=O,-12,.
C[C@@H]1CN([C@@H](C)CO)C(=O)c2cccc(NC(=O)C3CC3)c2O[C@H]1CN(C)S(=O)(=O)c1ccc(Cl)cc1,1.4,.
O=C1OCCN1/N=C/c1ccc([N+](=O)[O-])o1,0.4&-1.3,-1
O=C(NCc1ccco1)C1CC(=O)N(c2ccc(O)cc2)C1 (stereo not given),1.0,-2
C[C@H](CO)N1C[C@H](C)[C@H](CN(C)Cc2ccccn2)Oc2cc(C#CC3CC3)ccc2S1(=O)=O,-0.3,-7
O=C1O[C@H](c2ccccc2)[C@H](c2ccccc2)N2[C@H]1[C@@H](C(=O)N1CCN(c3ncccn3)CC1)[C@]1(C(=O)Nc3ccc(C#CCCO)cc31)[C@H]2c1ccccc1OCCO,.,-18
COCCNC(=O)C[C@H]1CC[C@H](NS(=O)(=O)c2ccc(C)cc2)[C@H](CO)O1,-0.2,15
C[C@@H]1CN([C@H](C)CO)C(=O)c2cc(N(C)C)ccc2O[C@@H]1CN(C)Cc1ccccc1,-0.6,-7
CO[C@H]1CN(C)C(=O)c2cc(NC(=O)Nc3ccc(Cl)cc3)ccc2OC[C@@H](C)N(C(=O)Nc2c(C)noc2C)C[C@@H]1C,.,2
CCCN1C[C@H](C)[C@H](OC)CN(C)C(=O)c2cc(NC(=O)c3ccc(F)cc3)ccc2OC[C@@H]1C,0.4,5
CN(C)C(=O)C[C@H]1CC[C@@H](NC(=O)Nc2cccc(F)c2)[C@H](CO)O1,0.2,8
C[C@H](CO)N1C[C@H](C)[C@H](CN(C)S(=O)(=O)c2cn(C)cn2)Oc2ccc(NS(=O)(=O)c3cn(C)cn3)cc2CC1=O,2.3,.
O=C(CCCCCCC(=O)Nc1ccccc1O)N/N=C/c1ccc(OCc2ccccc2)cc1O,0.1,22
Cc1ccc(S(=O)(=O)Nc2ccc3c(c2)C(=O)N([C@H](C)CO)C[C@@H](C)[C@H](CN(C)C(=O)Nc2ccc(F)cc2)OCCCC[C@H](C)O3)cc1,0.0,.
C/C(=N\n1c(-c2ccccc2)n[nH]c1=O)c1ccccc1,-0.4,-5
C[C@H]1CN([C@@H](C)CO)C(=O)c2cccc(NC(=O)c3ccc(-c4nccs4)cc3)c2O[C@@H]1CN(C)Cc1ccc2c(c1)OCO2,1.0,.
C[C@H]1CN([C@@H](C)CO)C(=O)c2cc(C#CC3(O)CCCC3)cnc2O[C@H]1CN(C)C(=O)Cc1cccnc1,-0.7,19
C[C@H]1CN([C@@H](C)CO)C(=O)CCCn2cc(nn2)CO[C@H]1CN(C)S(=O)(=O)c1ccc(Cl)cc1,-2.9,3
COc1cccc(S(=O)(=O)N(C)C[C@@H]2OCc3cn(nn3)CCCC(=O)N([C@H](C)CO)C[C@H]2C)c1,-0.2,.
C[C@@H]1CCCCO[C@H](CN(C)C)[C@@H](C)CN([C@H](C)CO)C(=O)c2cc(N(C)C)ccc2O1,2.2,12
C[C@@H]1CN([C@@H](C)CO)C(=O)c2cc(NS(=O)(=O)c3ccc(F)cc3)ccc2O[C@@H]1CN(C)CC1CC1,0.0,.
CC(C)NC(=O)N[C@H]1CC[C@H](CCNC(=O)C2CCC2)O[C@H]1CO,0.4,-1
C[C@H](CO)N1C[C@H](C)[C@@H](CN(C)CC2CCOCC2)Oc2ncc(-c3ccc(C#N)cc3)cc2C1=O,-0.1,.
Cc1cc2ncc(-c3ccn(S(=O)(=O)c4ccc(Cl)cc4)c3)nc2cc1C,-0.4,-2
COc1cccc(NC(=O)N[C@@H]2CC[C@H](CC(=O)NCc3ccccn3)O[C@@H]2CO)c1,-0.3,-6
C[C@@H]1O[C@@H](Oc2cc(O)c3c(=O)c(O[C@@H]4O[C@@H](C)[C@H](O[C@@H]5O[C@@H](C)[C@H](O)[C@@H](O)[C@H]5O)[C@@H](O)[C@H]4O)c(-c4ccc(O)cc4)oc3c2)[C@H](O)[C@H](O)[C@H]1O,0.3,.
O=C(C[C@@H]1C[C@H]2c3cc(NC(=O)C4CCC4)ccc3O[C@H]2[C@H](CO)O1)NCc1ccccc1F,-0.4,-2
O=C(C[C@H]1CC[C@@H](NC(=O)Nc2ccc3c(c2)OCO3)[C@H](CO)O1)NCCCN1CCOCC1,0.2,14
O=c1n(-c2ccccc2)c(=O)n2n1CC(COc1ccccc1)=C([C@H](O)c1ccccc1)[C@@H]2CO,.,-3
O=C(Cn1nc(C(F)(F)F)c2c1CCCCC2)Nc1ccc(S(=O)(=O)N2CCCC2)cc1,0.1,-6

# The closing 2 records of the section above are carried over, then new ones follow:
SMILES,IDH1 R132H inh,PRC2 inh
O=c1n(-c2ccccc2)c(=O)n2n1CC(COc1ccccc1)=C([C@H](O)c1ccccc1)[C@@H]2CO,.,-3
O=C(Cn1nc(C(F)(F)F)c2c1CCCCC2)Nc1ccc(S(=O)(=O)N2CCCC2)cc1,0.1,-6
Cc1cc(I)ccc1NC(=O)CN(c1cc(Cl)ccc1C)S(C)(=O)=O,0.1,5
O=C(C[C@H]1CC[C@@H](NS(=O)(=O)c2ccc(F)cc2)[C@H](CO)O1)NCCc1ccncc1,0.1,0
Cc1ccc(S(=O)(=O)N(C)C[C@@H]2OCc3ccccc3-c3c(n(C)c4ccccc34)C(=O)N([C@@H](C)CO)C[C@@H]2C)cc1,-0.4,-19
COc1ccc(C#Cc2ccc3c(c2)O[C@@H](CN(C)C(=O)NC2CCCCC2)[C@@H](C)CN([C@H](C)CO)S3(=O)=O)cc1,0.3,16
NC(=O)c1ccc(NC(=O)C2CCCN(S(=O)(=O)c3ccc(Br)cc3)C2)cc1 (stereo not given),0.3,3
C[C@H](O)C#Cc1cnc2c(c1)C(=O)N([C@@H](C)CO)C[C@@H](C)[C@@H](CN(C)C(=O)c1ccncc1)O2,.,-8
O=C(Nc1ccccc1-c1nc2ccccc2s1)c1ccc(-c2ccccc2[N+](=O)[O-])o1,-0.2,2
O=C(CSc1nc2ccccc2s1)Nc1ccccc1N1CCOCC1,-0.2,-4
COc1ccccc1-c1ccc2c(c1)O[C@@H](CN(C)S(=O)(=O)c1ccc(C)cc1)[C@@H](C)CN([C@H](C)CO)S2(=O)=O,-2.1,-5
COc1ccccc1S(=O)(=O)N(C)C[C@@H]1Oc2cc(C#CCC(C)C)ccc2S(=O)(=O)N([C@H](C)CO)C[C@H]1C,0.3,.
CCOC(=O)Nc1c[n+](N2CCOCC2)no1,1.3,21
CO[C@@H]1CN(C)C(=O)c2cc(NC(C)=O)ccc2OC[C@H](C)N(Cc2ccccc2F)C[C@H]1C,0.5,7
COc1cc(CO)ccc1Oc1nc([N+](=O)[O-])nn1Cc1ccccc1F,-0.2,2
C[C@@H]1CN([C@H](C)CO)C(=O)c2cc(C#CC3(O)CCCC3)cnc2O[C@@H]1CN(C)C(=O)CN(C)C,-2.2,2
C[C@@H]1CN([C@@H](C)CO)C(=O)c2cccc(NS(=O)(=O)c3ccc(F)cc3)c2O[C@@H]1CN(C)Cc1ccc(-c2ccccc2)cc1,2.3,.
CNC[C@@H]1OCCCC[C@@H](C)Oc2ccc(NC(=O)Nc3ccccc3)cc2C(=O)N([C@H](C)CO)C[C@@H]1C,4.3,-1
C/C=C/c1ccc2c(c1)O[C@@H](CN(C)C(=O)Nc1ccccc1)[C@@H](C)CN([C@H](C)CO)S2(=O)=O,-3.9,-15
COC(=O)C[C@@H]1C[C@H]2c3cc(NS(=O)(=O)c4ccccc4)ccc3O[C@H]2[C@H](CO)O1,-2.0,10
O=C(C[C@H]1C=C[C@@H](NC(=O)CN2CCOCC2)[C@H](CO)O1)NCc1cccc(F)c1,0.0,5
O=C(O)CN(c1ccccc1)S(=O)(=O)c1ccc(Cl)cc1,0.0,4
COc1ccc(OC)c(NC(=O)COc2ccc([N+](=O)[O-])cc2)c1,0.0,-1
C[C@@H]1CN([C@H](C)CO)C(=O)Cc2cc(NC(=O)Nc3ccc4c(c3)OCO4)ccc2O[C@H]1CN(C)Cc1ccccc1,0.0,-17
C[C@H]1CN([C@@H](C)CO)C(=O)c2cccc(NS(=O)(=O)c3ccc(Cl)cc3)c2O[C@H]1CN(C)S(=O)(=O)c1ccc(Cl)cc1,-2.0,.
COCC(=O)Nc1ccc2c(c1)OC[C@@H](C)N(Cc1cncnc1)C[C@@H](C)[C@@H](OC)CN(C)C2=O,0.4,5

# At a glance, 12 of the compounds above.
SMILES,IDH1 R132H inh,PRC2 inh
COc1ccccc1S(=O)(=O)N(C)C[C@@H]1Oc2cc(C#CCC(C)C)ccc2S(=O)(=O)N([C@H](C)CO)C[C@H]1C,0.3,.
CCOC(=O)Nc1c[n+](N2CCOCC2)no1,1.3,21
CO[C@@H]1CN(C)C(=O)c2cc(NC(C)=O)ccc2OC[C@H](C)N(Cc2ccccc2F)C[C@H]1C,0.5,7
COc1cc(CO)ccc1Oc1nc([N+](=O)[O-])nn1Cc1ccccc1F,-0.2,2
C[C@@H]1CN([C@H](C)CO)C(=O)c2cc(C#CC3(O)CCCC3)cnc2O[C@@H]1CN(C)C(=O)CN(C)C,-2.2,2
C[C@@H]1CN([C@@H](C)CO)C(=O)c2cccc(NS(=O)(=O)c3ccc(F)cc3)c2O[C@@H]1CN(C)Cc1ccc(-c2ccccc2)cc1,2.3,.
CNC[C@@H]1OCCCC[C@@H](C)Oc2ccc(NC(=O)Nc3ccccc3)cc2C(=O)N([C@H](C)CO)C[C@@H]1C,4.3,-1
C/C=C/c1ccc2c(c1)O[C@@H](CN(C)C(=O)Nc1ccccc1)[C@@H](C)CN([C@H](C)CO)S2(=O)=O,-3.9,-15
COC(=O)C[C@@H]1C[C@H]2c3cc(NS(=O)(=O)c4ccccc4)ccc3O[C@H]2[C@H](CO)O1,-2.0,10
O=C(C[C@H]1C=C[C@@H](NC(=O)CN2CCOCC2)[C@H](CO)O1)NCc1cccc(F)c1,0.0,5
O=C(O)CN(c1ccccc1)S(=O)(=O)c1ccc(Cl)cc1,0.0,4
COc1ccc(OC)c(NC(=O)COc2ccc([N+](=O)[O-])cc2)c1,0.0,-1

# The listing continues.
SMILES,IDH1 R132H inh,PRC2 inh
O=C(N[C@@H]1CC[C@@H](CCn2cc(-c3ccccc3F)nn2)O[C@@H]1CO)c1ccc2c(c1)OCO2,0.3,11
C[C@@H]1CCCCO[C@H](CN(C)Cc2ccccc2)[C@H](C)CN([C@@H](C)CO)C(=O)c2cc(NS(=O)(=O)c3cn(C)cn3)ccc2O1,3.1,.
C[C@H]1CN([C@@H](C)CO)S(=O)(=O)c2ccc(C#CC3CCCC3)cc2O[C@H]1CN(C)Cc1ccccc1C(=O)O,-0.3,-10
O=C(Cc1ccccn1)NCC[C@H]1CC[C@H](NC(=O)Nc2ccc(F)cc2)[C@@H](CO)O1,0.3,-3
COc1ccc(NC(=O)Nc2ccc3c(c2)C(=O)N([C@H](C)CO)C[C@@H](C)[C@H](CN(C)S(=O)(=O)c2ccc(OC)cc2)O3)cc1,-0.7,.
Nc1ccc(-c2nnc(SCC(=O)c3ccc(F)cc3)n2-c2ccccc2)cc1,-0.2,20
COc1ccc(S(=O)(=O)N(C)C[C@@H]2Oc3ccc(NS(=O)(=O)c4cccs4)cc3CC(=O)N([C@@H](C)CO)C[C@H]2C)cc1,-0.3,.
CCC(=O)N(C)C[C@@H]1Oc2cc(C3=CCCCC3)ccc2S(=O)(=O)N([C@H](C)CO)C[C@@H]1C,1.3,-4

# Not all compounds are listed; rates above refer to the full screens.
